Source: PubChem
Scp-1 inhibitor: Scp-1 phosphatase inhibitors, primary screen, biochemical, colorimetric, uHTS; 0.88% of 340,000 active; Recombinant Scp1, phosphopeptide, malachite green phosphate absorbance; inhibition, % at 20 µM; Carboxy-terminal domain RNA polymerase II polypeptide A small phosphatase 1 (Homo …;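 active = inhibition above about 50% at 20 µM, limit read from the data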;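 note: plate controls were DMSO wells with enzyme for no effect and wells lacking enzyme for full effect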
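Times: enzyme reaction 45 min at room temperature, colour 5 min, stabilisation 30 min. Material: SCP-1 catalytic fragment, aa 76-261. Medium: Acidic Tris acetate buffer with magnesium and detergent. Signal: colorimetric free-phosphate detection, absorbance 630 nm. Read-out basis: % inhibition of SCP-1 phosphate liberation. Reagent: Phosphorylated 17-residue peptide substrate.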
CSN deneddyl inh: inhibitors of CSN-mediated cullin deneddylation, primary screen, biochemical, fluorescence polarization, uHTS; Purified CSN, SCF-Nedd8-OG deneddylation; 0.38% of 360,000 active; inhibition, % at 12.5 µM; AID 651999, 2013;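 active = pattern-corrected inhibition above about 35%, with an unprinted fluorescence ratio check between 0.5 and 1.5, limit read from the data, passing the limit was not always enough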;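 note: 0% = enzyme with substrate and 100% = substrate without enzyme; some results filed as inactive read as strong as hits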
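Material: purified human Csn5 enzyme expressed in HEK293T cells / Medium: Tris buffer pH 7.5, NaCl, DTT, Tween-20, trehalose, ovalbumin / Compound dosing: 12.5 µM single point / Schedule: 90 min incubation of compound, enzyme and substrate at room temperature / Signal: fluorescence polarization of the substrate / Control set: no-enzyme wells high, enzyme-with-substrate wells low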
NadD inh: inhibitors of S. aureus NadD, primary screen, biochemical, colorimetric, uHTS. Nicotinate-nucleotide adenylyltransferase NadD (Staphylococcus aureus N315). purified NadD enzyme, colorimetric absorbance read-out. inhibition, % at 20 µM. 0.78% of 360,000 active. AID 602399, 2012; in the data active = inhibition above about 26%; note: some compounds past the cut are filed as inactive
TbMetRS inhib: T. brucei MetRS inhibitors, primary screen, biochemical, luminescence; methionyl-tRNA synthetase (Trypanosoma brucei brucei); purified T. brucei MetRS, ATP depletion, Kinase-Glo luminescence; inhibition, % at 11.9 µM; 0.4% of 360,000 active; AID 624268, 2012;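 active = inhibition above a per-plate cutoff of the control wells' mean inhibition plus 3 SD, cut at about 5.5% in these data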;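 note: 0% = DMSO wells median and 100% = median of wells with control inhibitor compound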
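Dosing: 11.9 µM compound single dose, 0.9% DMSO; Assay system: purified T. brucei MetRS enzyme; Measured by: Kinase-Glo luciferase luminescence reporting remaining unconsumed ATP; Schedule: 15 min plus 2 h at 25 °C.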
MsrA inhibitor: bovine MsrA enzyme inhibitors, primary screen, biochemical, absorbance, HTS | AID 651718, 2012 | 0.75% of 360,000 active | inhibition, % at 15.5 µM | purified bovine MsrA, absorbance read-out | Methionine sulfoxide reductase A (Bos taurus); in the data active = inhibition above about 4.5%;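 note: 0% = vehicle wells with enzyme and 100% = reference inhibitor wells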
DNMT1 block: human DNMT1 methyltransferase inhibitors, primary screen, biochemical, molecular beacon, fluorescence, HinP1I cleavage, uHTS. DNA (cytosine-5)-methyltransferase 1 (Homo sapiens), P26358. AID 588458, 2011. 0.83% of 360,000 active. inhibition (reported as % activation of signal), % at 10 µM; in the data active = inhibition above about 50%
Target sequence (P26358 504-1616 limits assumed): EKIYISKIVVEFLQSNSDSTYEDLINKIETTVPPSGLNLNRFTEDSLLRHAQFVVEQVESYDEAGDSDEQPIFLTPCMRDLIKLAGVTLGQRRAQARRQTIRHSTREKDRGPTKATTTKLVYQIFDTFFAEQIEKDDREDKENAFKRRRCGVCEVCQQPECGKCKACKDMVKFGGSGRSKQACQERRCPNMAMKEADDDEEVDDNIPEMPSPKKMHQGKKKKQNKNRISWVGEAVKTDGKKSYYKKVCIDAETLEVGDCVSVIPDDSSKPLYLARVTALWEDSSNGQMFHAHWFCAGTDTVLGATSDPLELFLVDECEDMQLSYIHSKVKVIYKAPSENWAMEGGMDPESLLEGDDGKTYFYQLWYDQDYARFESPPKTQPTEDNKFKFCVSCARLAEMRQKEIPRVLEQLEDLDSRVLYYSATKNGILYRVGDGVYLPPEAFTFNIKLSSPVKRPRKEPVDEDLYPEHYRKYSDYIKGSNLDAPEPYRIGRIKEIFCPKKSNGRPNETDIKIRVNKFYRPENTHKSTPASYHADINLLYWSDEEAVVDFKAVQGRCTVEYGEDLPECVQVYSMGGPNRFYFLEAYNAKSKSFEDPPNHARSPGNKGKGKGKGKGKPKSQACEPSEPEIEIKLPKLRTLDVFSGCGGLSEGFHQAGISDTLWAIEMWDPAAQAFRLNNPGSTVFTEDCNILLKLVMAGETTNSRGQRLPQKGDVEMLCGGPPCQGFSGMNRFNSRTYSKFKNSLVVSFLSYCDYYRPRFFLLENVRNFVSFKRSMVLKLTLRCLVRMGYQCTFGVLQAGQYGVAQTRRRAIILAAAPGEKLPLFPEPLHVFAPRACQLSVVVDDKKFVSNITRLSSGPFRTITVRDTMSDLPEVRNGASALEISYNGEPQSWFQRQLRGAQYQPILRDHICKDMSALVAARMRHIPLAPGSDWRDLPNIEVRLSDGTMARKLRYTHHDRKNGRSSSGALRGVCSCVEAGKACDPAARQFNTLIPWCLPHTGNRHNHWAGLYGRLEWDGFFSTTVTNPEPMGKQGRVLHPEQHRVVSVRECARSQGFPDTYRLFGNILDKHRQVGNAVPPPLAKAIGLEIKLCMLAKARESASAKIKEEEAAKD
STEP block: STEP phosphatase inhibitors, primary screen, biochemical, fluorescence intensity, uHTS | recombinant STEP, OMFP fluorogenic substrate | inhibition, % at 20 µM | 0.25% of 360,000 active | Tyrosine-protein phosphatase non-receptor type 5 (Homo sapiens), P54829;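 active = inhibition at 20 µM, scaled per plate between control wells, above about 37%, limit read from the data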;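 note: 0% = DMSO with enzyme and substrate and 100% = substrate only without enzyme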
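Also added – OMFP at 25 µM · Test system – STEP tyrosine phosphatase · Technique – FITC-channel fluorescence of OMFP product · Schedule – 20 min at room temperature, dark · Evaluation – control-normalized % inhibition with plate pattern correction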
LMPTP block: LMPTP phosphatase inhibitors, primary screen, biochemical, fluorescence intensity, uHTS; Low molecular weight phosphotyrosine protein phosphatase (Homo sapiens), P24666; recombinant LMPTP-A, OMFP fluorogenic substrate; inhibition, % at 20 µM; 0.22% of 360,000 active; AID 651560, 2012;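 active = compounds that cut the enzyme signal by at least half of the control window in the single-dose screen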;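 note: plate controls were DMSO wells with enzyme plus substrate for no effect and substrate without enzyme for full effect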
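Test system: LMPTP-A phosphatase enzyme. Amount: LMPTP-A at 0.625 nM final in the reaction. Reagent: OMFP substrate, 400 µM final. Times: 50 min at room temperature. Signal: endpoint fluorescence intensity from OMFP dephosphorylation. Read-out basis: % inhibition. Benchmarks: no-enzyme and uninhibited controls.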
SUMO1 PPI mod: modulators of SUMO1 protein-protein interactions, primary screen, biochemical, uHTS | Small ubiquitin-related modifier 1 (Homo sapiens), P63165 | SUMO1 binding to a labelled peptide, TR-FRET, 1 h | inhibition, % at 20 µM | 0.33% of 360,000 active; in the data active = inhibition above about 37%
Rpn11 inh: Rpn11 (PSMD14) deubiquitinase inhibitors, primary screen, biochemical, fluorescence polarization, uHTS. human 26S proteasome, Ub4-pepOG fluorescence polarization; 20S core pre-blocked with epoxomicin. calls only at 20 µM. 0.59% of 360,000 active;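 active = inhibition at 20 µM, scaled to each plate's controls, above about 33%, limit read from the data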
* = called active by the depositor; i = inactive; / = no result given; & = joins results of further samples. Some of the compounds tested (hit frequency here may not be typical).

SMILES | Scp-1 inhibitor | CSN deneddyl inh | NadD inh | TbMetRS inhib | MsrA inhibitor | DNMT1 block | STEP block | LMPTP block | SUMO1 PPI mod | Rpn11 inh
CC(=O)NC1=C(N2CC2C)C(=O)C(NC(C)=O)=C(N2CC2C)C1=O (stereo not drawn) | 0 | 6 | 2 | 0.3 | 4.0 | 13 | 2 | 0.0 | -10 | i
Cc1ccc2c(c1)C1CN(C)CCC1N2C(=O)/C(C#N)=C/c1ccc2c(c1)OCO2 (stereo not drawn) | -9 | 8 | -7 | -0.6 | -0.1 | 0 | 4 | -0.1 | -2 | i
COc1ccc(C2CN(C)CC2C(=O)c2ccc(F)cc2)cc1Cl (stereo not drawn) | 1 | -9 | -9 | -0.3 | -0.1 | -1 | 3 | 0.1 | 8 | i
O=C(CN1CC(c2ccccc2)CC1=O)Nc1cccc(F)c1 (stereo not drawn) | 0 | -5 | 0 | 3.0 | 0.2 | 4 | -3 | -0.3 | 2 | i
CCN1CCN(CC(c2ccccc2)c2ccccc2)CC1 | 11 | -2 | -5 | -0.8 | 1.5 | 1 | 0 | -2.5 | 4 | i
Cc1cccc(C)c1OC(=O)Cc1ccccc1 | -9 | -4 | -6 | -0.5 | -2.0 | -2 | 2 | 0.6 | -2 | i
O=C(NCc1ccc(C(=O)N2CCC3(CC2)OCCO3)cc1)c1ccc2c(c1)OCO2 | -5 | 2 | -1 | -0.1 | 0.5 | 1 | 0 | -0.1 | -1 | i
CCCC(=O)N(C)C1=Nc2ccc(Cl)cc2C(c2ccccc2)=[N+]([O-])C1 | -11 | 2 | -6 | 0.1 | 0.1 | -4 | -2 | 2.4 | 6 | i
CCCNC(=O)N1C2CCC1CC(O)(c1cccnc1)C2 (stereo not drawn) | -5 | 0 | -3 | -1.1 | 1.6 | 1 | -2 | -2.1 | -2 | i
ClCCN(CCCl)c1ccc(C=NNc2ncccn2)cc1 | -4 | -2 | -1 | -0.3 | 6.2* | -2 | 0 | 0.6 | 16 | i
O=c1c2ccccc2nc(-c2ccccc2)n1-c1ccccc1 | -11 | 6 | 0 | 0.5 | -1.3 | 2 | -2 | -1.6 | 3 | i
C=CCN1C[C@@H](C)N(C(c2ccc(C(=O)N(CC)CC)cc2)c2cccc(OC)c2)C[C@@H]1C (stereo partly drawn) | -3 | -4 | -4 | -1.2 | 0.6 | 49 | -2 | -0.5 | -4 | i
COc1ccc(OC)c(CN2CCN(C(=O)Cc3ccccc3)CC2)c1 | -5 | 0 | -2 | -0.6 | -0.4 | 0 | 1 | -2.0 | 5 | i
S=C1NC2(CCCCC2)NC12CCCCC2 | -14 | 1 | -3 | -0.9 | -0.6 | 1 | 2 | -1.2 | -2 | i
O=C(Cc1ccccc1)OC(COCc1ccccc1)CN1CCOCC1 (stereo not drawn) | 2 | 0 | -1 | -1.1 | -0.6 | -1 | -3 | -1.0 | -2 | i
Cn1cc(C(=O)OCC(=O)Nc2ccccc2)c2ccccc21 | -7 | 1 | -14 | 0.0 | -0.9 | 0 | -1 | 0.2 | -1 | i
COC(=O)C1=C(c2ccc(Cl)c(C(F)(F)F)c2)C[C@@H]2CC[C@H]1N2C(=O)NCc1cc(C)oc1C(F)(F)F | -9 | -3 | -6 | -0.4 | -0.2 | -5 | -1 | -0.4 | 4 | i
N#CC1(c2ccccc2)CCN(C2CC(=O)N(c3cccc(F)c3)C2=O)CC1 (stereo not drawn) | 19 | 10 | -1 | -1.2 | 0.9 | -4 | -4 | -2.3 | 3 | i
COC(=O)C1=C(c2cccc(Cl)c2)C[C@@H]2CC[C@H]1N2C(=O)NCC1CC1 | 8 | 5 | 2 | 0.2 | -1.2 | -2 | 0 | -0.4 | 3 | i
O=C1NC(=S)NC(=O)C1=Cc1ccc(OCc2ccccc2)cc1 | 13 | -2 | 4 | 0.0 | -0.8 | -3 | -2 | 0.4 | 7 | i
Cc1ccc(-n2c(O)c(C=NC3CCCCC3N)c(=O)[nH]c2=O)cc1C (stereo not drawn) | 0 | 6 | 5 | -0.5 | 0.1 | -2 | 0 | -1.7 | -2 | i
O=S(=O)(c1ccc(Cl)cc1)N1Cc2cc(Br)ccc2-n2nncc2C1 | / | 4 | -1 | -0.7 | 0.2 | 3 | 4 | -1.3 | 4 | i
CCOc1ccccc1OCC(=O)Nc1ccc(Cl)cc1C(=O)c1ccccc1 | -13 | 3 | -3 | -0.6 | -0.4 | 0 | 2 | 1.7 | -1 | i
CCOP(=O)(OCC)C(O)c1ccc(N(C)C)cc1 (stereo not drawn) | 0 | 1 | -2 | -0.3 | -1.0 | 1 | 0 | -0.5 | -4 | i
CC(=O)Nc1ccc(OC(=O)N2CCCCC2)cc1 | -8 | 1 | -5 | -0.3 | -0.6 | 1 | 0 | -1.4 | -3 | i

Next section, starting with the last two of the part before.
SMILES | Scp-1 inhibitor | CSN deneddyl inh | NadD inh | TbMetRS inhib | MsrA inhibitor | DNMT1 block | STEP block | LMPTP block | SUMO1 PPI mod | Rpn11 inh
CCOP(=O)(OCC)C(O)c1ccc(N(C)C)cc1 (stereo not drawn) | 0 | 1 | -2 | -0.3 | -1.0 | 1 | 0 | -0.5 | -4 | i
CC(=O)Nc1ccc(OC(=O)N2CCCCC2)cc1 | -8 | 1 | -5 | -0.3 | -0.6 | 1 | 0 | -1.4 | -3 | i
COc1cc2c(c(OC)c1OC)-c1ccc(C(=O)O)cc1[C@@H](NC(C)=O)CC2 | -5 | 1 | -2 | 0.2 | -0.5 | 29 | -1 | -1.9 | 10 | i
CN(C)C1=C(C#N)C(c2ccccc2)=NP(N(C)C)(N(C)C)=N1 | -11 | 1 | -4 | -0.4 | 0.7 | 4 | 1 | 0.2 | -3 | i
O=c1[nH]c(=O)n(-c2ccccc2)c(O)c1/C=C/C=Nc1ccccc1 | -6 | 126 | -6 | 0.4 | 2.8 | 18 | -9 | 1.6 | -34 | /
O=C1CN=C(c2ccccc2)c2ccccc2N1 | -2 | 1 | -9 | -0.5 | 0.6 | -2 | 0 | -1.6 | 3 | i
CC(C)N1OC2CC1c1nc3ccccc3n1C2 (stereo not drawn) | -4 | 2 | 0 | -0.4 | 1.8 | 2 | -2 | 0.2 | 0 | i
CC[C@@H](CO)NC(=O)[C@@H]1C=C2c3cccc4c3c(cn4C)C[C@H]2N(C)C1 | -12&-9 | -9&-9 | 4&4 | 0.0&-0.1 | 1.9&0.6 | 16&17 | 1&-1 | 0.8&2.9 | -24&-17 | i
COC(=O)C1=C(c2ccc(F)cc2F)C[C@@H]2CC[C@H]1N2C(=O)NCc1ccc(F)cc1 | 1 | 3 | -7 | -0.1 | -0.2 | 1 | 0 | -0.7 | 0 | i
C[C@]12CC[C@@H](O)C[C@@H]1CC[C@@H]1[C@@H]2CC[C@]2(C)C(=O)CC[C@@H]12 | -6 | 0 | 0 | -0.9 | 1.5 | -1 | -1 | -0.4 | 3 | i
O=C1NCN(c2ccccc2)C12CCN(C(c1ccccc1)c1nnnn1-c1ccc3c(c1)OCCO3)CC2 (stereo not drawn) | / | -4 | 19 | -1.8 | 1.1 | -24 | -5 | 2.0 | 7 | i
CCSc1nnc([C@@H](N)Cc2c[nH]c3ccccc23)o1 | -7 | -1 | -3 | -0.1 | 0.3 | -3 | 0 | -1.6 | 1 | i
O=c1[nH]c(=S)n(-c2ccccc2Cl)c(O)c1C=NCCN1CCNCC1 | -13 | 3 | -5 | -0.7 | 4.5 | 2 | 0 | -6.7 | -2 | i
CN1CCc2nc(SCC(=O)OC(C)(C)C)c(C#N)cc2C1 | -5 | -1 | 12 | 0.3 | 0.8 | 16 | -2 | 1.6 | -24 | i
O/N=C1\CCC2CN(C3CCCCC3)CC2C1 (stereo not drawn) | -5 | -4 | -15 | -1.7 | -0.7 | 1 | -1 | -3.0 | 4 | i
CN1C(=O)C(=Cc2cc([N+](=O)[O-])ccc2N2CCCCC2)C(=O)N(C)C1=O | -3 | 2 | -1 | -0.1 | 1.8 | 2 | 0 | 0.4 | -4 | i
CCN1CCN(c2ccc(NC(C)=O)cc2Cl)CC1 | 4 | 5 | 4 | -0.3 | -0.5 | 6 | -2 | -0.8 | -1 | i
O=C(CN1CCOCC1)c1ccc2cc[nH]c2c1 | -5 | 2 | -2 | 0.3 | 0.8 | -5 | 0 | 45 | 1 | i
CC12CC[C@H]3[C@@H](CCC4(O)C[C@H](O)CCC34/C=N/NC(=O)c3ccccc3[N+](=O)[O-])C1(O)CCC2C1=CC(=O)OC1 (stereo partly drawn) | 4 | -1 | 2 | -0.9 | -0.4 | 0 | -2 | -1.3 | -10 | i
Cc1cc(NC(=O)CCC(=O)N2CCC3(CC2)OCCO3)no1 | 0 | 2 | 1 | -0.1 | -0.9 | 0 | 0 | 0.5 | -3 | i
CS(=O)(=O)NNP(=O)(NNS(C)(=O)=O)NC(=O)c1ccc(Br)cc1 | -96 | 6 | -41 | -0.5 | -0.8 | -4 | 0 | -1.4 | 1 | i
CC/C(=N\N1CCN(C)CC1)c1c(O)[nH]c(=O)[nH]c1=O | -6 | -10 | -2 | -0.1 | 0.8 | 1 | 0 | -1.5 | 0 | i
CCCN(CCC)C1CCc2ccc(O)cc2C1 (stereo not drawn) | -9 | 1 | -3 | -0.6 | -0.8 | -1 | 1 | -0.5 | 4 | i
COc1ccccc1NC1=NCCS1 | -2 | 0 | -1 | -1.6 | 0.9 | -2 | 0 | -0.2 | 0 | i
CN(C)c1ccc(/C=C2/C(=N\O)C3CCN2CC3)cc1 | 2 | 4 | 1 | -0.7 | 1.9 | -5 | 1 | 0.8 | -10 | i
